Screens from PubChem.
H9c2 TAG inh – inhibitors of triacylglycerol accumulation, primary screen, cell-based, uHTS, fluorescence, H9c2 | H9c2 cells, Nile Red lipid (TAG) fluorescence; cells loaded with 200 µM oleic acid | inhibition, % at 12.5 µM | hit rate 0.66% among 230,000 | AID 651582, 2012;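 active = pattern-corrected inhibition of lipid staining of at least 50% with the nuclear-stain viability signal not falling by more than 50%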;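 note: 0% = DMSO wells and 100% = triacsin C control wells; some results filed as inactive read as strong as hits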
H9c2 TAG inh DAPI viability – further read-out of H9c2 TAG inh, marked with its call; DAPI nuclei signal change (viability), lower = more cytotoxic, %;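 whole-well DAPI fluorescence read on a plate reader as a viability signal; minus 50 percent equals half of cells still viable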
Active calls of the source: *. The list is partial; rates above refer to the full screens.

Value order: H9c2 TAG inh | H9c2 TAG inh DAPI viability
> COc1cccc(C(=O)N/N=C(\C)c2cccc(NC(=O)c3ccc(F)cc3)c2)c1OC
    12 | 0
> CNC(=O)C[C@@H]1C(=O)N(CCc2ccccc2)CC1(C)C
    -10 | -2
> CCn1c(=O)n(CC(=O)Nc2cc(OC)ccc2OC)c(=O)c2ccccc21
    -4 | 9
> Cc1ccc(S(=O)(=O)N(C)c2ccc(C(=O)NCC3CCCO3)cc2)cc1 (configuration not stated)
    0 | 4
> CC(=O)c1[nH]c(C)c(C(=O)N2CCCC(Nc3ccc(C(C)C)cc3)C2)c1C (configuration not stated)
    -9 | 43
> CCN(C(=O)CN1CCc2ccccc21)c1c(N)n(Cc2ccccc2)c(=O)[nH]c1=O
    5 | -6
> CCCC(=O)Nc1ccc(C(=O)COC(=O)c2cc(C)oc2C)cc1
    -8 | -6
> CCN(CC)S(=O)(=O)c1ccc2nc(CCl)[nH]c2c1
    1 | 9
> O=C(/C=C/c1ccccc1)Nc1cc(NC(=O)/C=C/c2ccccc2)cc(C(=O)O)c1
    5 | -14
> CN1C2C=C3C(C#N)=C(N)C(C#N)(C#N)C(c4ccc(Br)cc4)C3C1CC2 (configuration not stated)
    -16 | 25
> CN(C)S(=O)(=O)c1cccc(C(=O)Nc2ccc(C(=O)Nc3cccc(S(N)(=O)=O)c3)cc2)c1
    -6 | 2
> Cc1ccc(N(CC(=O)O)S(C)(=O)=O)cc1
    11 | -7
> O=C(N/N=C/c1ccc([N+](=O)[O-])o1)C1CC1
    -6 | 1
> CN(Cc1nccn1C)C(=O)CC1C(=O)NCCN1CC(c1ccccc1)c1ccccc1 (configuration not stated)
    -9 | 10
> CCCOc1ccc(CCCN=C(N)N)cc1Cl
    11 | -1
> COc1ccc(CNCCCn2cnc(C(=O)Nc3ccc(C)c(C)c3)n2)cc1
    7 | 13
> Cc1ccc(SCCC(=O)NCc2ccco2)cc1
    -17 | -5
> Cc1cc(C(F)(F)F)nc(SCC(=O)NC2CC3CCC2C3)n1 (configuration not stated)
    -5 | 4
> CC12CCC3c4ccc(OCC(=O)O)cc4CCC3C1CCC2=O (configuration not stated)
    -2 | 3
> COc1cc(SC)ccc1C(=O)N1CCN(S(=O)(=O)/C=C/c2ccccc2)CC1
    -9 | -3

Molecules from the list above with a furan ring, fused or not:
Value order: H9c2 TAG inh | H9c2 TAG inh DAPI viability
> CCCC(=O)Nc1ccc(C(=O)COC(=O)c2cc(C)oc2C)cc1
    -8 | -6
> O=C(N/N=C/c1ccc([N+](=O)[O-])o1)C1CC1
    -6 | 1
> Cc1ccc(SCCC(=O)NCc2ccco2)cc1
    -17 | -5

One compound at a time, as listed above.
Listed for O=C(N/N=C/c1ccc([N+](=O)[O-])o1)C1CC1 : H9c2 TAG inh = -6; H9c2 TAG inh DAPI viability = 1
Listed for Cc1ccc(N(CC(=O)O)S(C)(=O)=O)cc1 : H9c2 TAG inh = 11; H9c2 TAG inh DAPI viability = -7

Next section
Value order: H9c2 TAG inh | H9c2 TAG inh DAPI viability
> O=C1c2cccc(OCC(=O)N3N=C(c4cccs4)CC3c3ccc(F)cc3)c2CCN1Cc1cccnc1 (configuration not stated)
    -2 | 10
> Cc1cc(C)cc(N(CC(=O)Nc2c(C)n(C)n(-c3ccccc3)c2=O)S(C)(=O)=O)c1
    -8 | 1
> CC1(C)C2CCC(CN=C(N)CSS(=O)(=O)O)C1C2 (configuration not stated)
    -14 | 16
> CC(=O)OCc1c(C(F)(F)F)nn(C)c1Oc1ccccc1
    6 | -4
> CC(OC(=O)CN1C(=O)c2ccccc2C1=O)C(=O)NC1(C#N)CCCCC1 (configuration not stated)
    3 | 0
> Cc1ccc(C(=O)OCc2nnc(-c3ccc(Br)cc3)o2)cc1
    -5 | 13
> O=C(Cc1ccccc1[N+](=O)[O-])N/N=C/c1cccnc1
    -4 | -8
> CCn1c(Cc2ccccc2)nnc1SCc1ccc([N+](=O)[O-])cc1
    -12 | -19
> CCCCNC(=O)CC1Nc2ccccc2NC1=O (configuration not stated)
    14 | 1
> COc1ccc(N2CC(NS(=O)(=O)c3ccc(F)cc3)CC2=O)cc1 (configuration not stated)
    3 | -7
> O=C(Nc1ccccc1Cl)c1c(F)c(F)c(F)c(F)c1F
    4 | -2
> C/C(CC(=O)NC(C)(C)C)=N\NC(=O)COc1ccc(C)cc1Br
    -2 | -3
> CN(C(=O)COC(=O)c1nc(Cl)c(Cl)c(Cl)c1Cl)C1CCS(=O)(=O)C1 (configuration not stated)
    28 | -5
> O=C1CCCN1CCCN1CC(C(=O)N(CCO)Cc2ccccc2)CCC1=O (configuration not stated)
    12 | -1
> COc1cccc(NC(=O)CN(C)C(=O)CSc2nc(C)cc(C)n2)c1
    -13 | -7
> CN1C(=O)CC(N2CCC(C(N)=O)(N3CCCCC3)CC2)C1=O (configuration not stated)
    -3 | -9
> BrC(=C\c1ccccc1)/C=N/Nc1ccc2nncn2n1
    8 | 4
> O=C(NNC(=O)c1ccc(Br)s1)NC1CCCCC1
    -9 | 4
> CC1=C(C(=O)N(C)C)CC(CC(=O)NCCCCc2ccccc2)C(=O)N1Cc1ccccc1 (configuration not stated)
    -7 | -2
> C=CCn1c(=NC(=O)c2cccs2)sc2cc(NC(C)=O)ccc21
    22 | 9

In another format: 2 of the compounds above.
> Cc1ccc(S(=O)(=O)N(C)c2ccc(C(=O)NCC3CCCO3)cc2)cc1 (configuration not stated)
  H9c2 TAG inh: 0 | H9c2 TAG inh DAPI viability: 4
> CC(=O)c1[nH]c(C)c(C(=O)N2CCCC(Nc3ccc(C(C)C)cc3)C2)c1C (configuration not stated)
  H9c2 TAG inh: -9 | H9c2 TAG inh DAPI viability: 43

Returning to the listing, repeating the three entries before the break.
Value order: H9c2 TAG inh | H9c2 TAG inh DAPI viability
> O=C(NNC(=O)c1ccc(Br)s1)NC1CCCCC1
    -9 | 4
> CC1=C(C(=O)N(C)C)CC(CC(=O)NCCCCc2ccccc2)C(=O)N1Cc1ccccc1 (configuration not stated)
    -7 | -2
> C=CCn1c(=NC(=O)c2cccs2)sc2cc(NC(C)=O)ccc21
    22 | 9
> Cn1c(=O)[nH]c(=O)c2c1nc(N1CCCCC1)n2CC(O)COc1ccc([N+](=O)[O-])cc1 (configuration not stated)
    3 | 1
> c1ccc(C2=Nn3c(nnc3-c3ccco3)SC2)cc1
    6 | 8
> Cc1ccc(C(=O)OCC(=O)Nc2ccccc2N2CCOCC2)cc1
    -9 | -10
> COc1cc(C(=O)Nc2ccc(OCC(=O)O)cc2)cc(OC)c1OC
    17 | -18
> COc1ccc(C(CNC(=O)c2cccc(S(=O)(=O)Nc3ccccc3OC)c2)N2CCOCC2)cc1 (configuration not stated)
    14 | -7
> CC(C)CNC(=O)CSc1nnc(-c2ccc(Cl)cc2)n1N
    -5 | -5
> Cc1cc(C)c(S(=O)(=O)c2ccccc2C(=O)O)c(C)c1
    -5 | 121
> COC(=O)C1=C(C)Nc2c(c(=O)n(C)c(=O)n2C)C1c1cccc(O)c1 (configuration not stated)
    1 | -4
> COc1ccc(N2C(=O)NC3CC2(C)Oc2ccccc23)cc1 (configuration not stated)
    2 | -1
> Nc1nc(-c2ccccc2)cn1N
    -9 | 12
> CC1CC(C)CN(CCCNC(=O)CCC(=O)N2CC(C)Oc3ccccc32)C1 (configuration not stated)
    22 | -7
> CC(Sc1ccccc1)C(=O)N/N=C/c1ccccc1 (configuration not stated)
    3 | 1
> CN(CCc1ccccc1)C(=O)c1ccc(NC(=O)Cc2ccc(NC(=O)C3CCN(C(=O)CCc4ccccc4)CC3)cc2)cc1
    6 | 7
> COc1ccc(-n2nc(C(=O)NCC(=O)NCC3CCCO3)c3ccccc3c2=O)cc1Cl (configuration not stated)
    -5 | 13
> CC(=O)c1cccc(NC(=O)C2Cc3c(-c4ccc5c(c4)OCO5)ccnc3O2)c1 (configuration not stated)
    -15 | 7
> Cc1cc(C)c2nc(C(F)(F)F)nc(N3CC(C)OC(C)C3)c2c1 (configuration not stated)
    9 | -8
> COc1cc(C(=O)NCc2ccc(-n3cccc3)cc2)cc(OC)c1OC
    -7 | -3
> ON=C1CCCCCCCC1
    -8 | 0
> COc1ccc(/C=N/Nc2nc(=O)[nH]nc2C)cc1OC
    -10 | 12
> Cc1cc(C(=O)N/N=C/c2cccc([N+](=O)[O-])c2)c(C)n1-c1ccccc1
    -15 | 23
> OCCNc1nnc(-c2ccccc2)c(-c2ccccc2)n1
    -2 | 8
> CC(=O)N1CCCC1(C(=O)O)c1ccccc1 (configuration not stated)
    14 | -7
> O=C(Nc1ccccc1N1CCN(c2ccc(F)cc2)CC1)c1ccccc1
    -53 | 5
> CCN(CC)Cc1c[nH]c2c(C(=O)OC)cccc12
    6 | 3
> COc1ccc(CCNC(=O)Cc2cccs2)cc1OC
    -9 | -7
> O=C(O)c1cccnc1-c1ncccc1C(=O)O
    -10 | -1
